DT40 TDP1 CPT: DT40-hTDP1 cell growth loss with CPT; chicken DT40 Tdp1-/-;hTDP1 cells + 20 nM CPT, ATP luminescence, 48 h; Potency, µM (titrated, usually from 46.2 µM), for the others: at the highest dose activity change, negative = growth inhibition, actives largely listed as inhibitors; 420,000 tested, 12% active; AID 686979; also: nearly all actives have a fitted effect of over 55% in size
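Cell growth measured by CellTiter-Glo luminescence after a minimum 48 h, 37 C compound exposure with 20 nM CPT in Tdp1-knockout DT40 cells stably expressing hTDP1, seeded 400/well; qHTS titration format.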
TDP1 cell noCPT: qHTS for Inhibitors of human tyrosyl-DNA phosphodiesterase 1 (TDP1): qHTS in cells in absence of CPT. Potency, µM (top dose mostly 46.2 µM), inactives show top-dose activity change, negative = growth inhibition, hits mostly inhibitors. 420,000 tested, 15% active. DT40 Tdp1-/- hTDP1 cells, no CPT, ATP luminescence, 48 h. AID 686978, 2013; also: nearly all actives have a fitted effect of over 55% in size
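Growth of hTDP1-complemented DT40 Tdp1-knockout cells is measured by ATP luminescence after at least 48 hr compound exposure at 37 °C, with DMSO substituting for the 20 nM CPT used in the parallel screen.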
GCN5L2 inh: inhibitors of human GCN5L2 histone acetyltransferase. AID 504327. 390,000 tested, 0.21% active. GCN5L2 HAT assay, ThioGlo1 CoA-SH fluorescence. Potency, µM (highest dose often 58.9 µM), inactives show at the highest dose activity change, negative = inhibition, usual class: inhibitors. Q92830
Target sequence (Q92830 whole entry, looked up): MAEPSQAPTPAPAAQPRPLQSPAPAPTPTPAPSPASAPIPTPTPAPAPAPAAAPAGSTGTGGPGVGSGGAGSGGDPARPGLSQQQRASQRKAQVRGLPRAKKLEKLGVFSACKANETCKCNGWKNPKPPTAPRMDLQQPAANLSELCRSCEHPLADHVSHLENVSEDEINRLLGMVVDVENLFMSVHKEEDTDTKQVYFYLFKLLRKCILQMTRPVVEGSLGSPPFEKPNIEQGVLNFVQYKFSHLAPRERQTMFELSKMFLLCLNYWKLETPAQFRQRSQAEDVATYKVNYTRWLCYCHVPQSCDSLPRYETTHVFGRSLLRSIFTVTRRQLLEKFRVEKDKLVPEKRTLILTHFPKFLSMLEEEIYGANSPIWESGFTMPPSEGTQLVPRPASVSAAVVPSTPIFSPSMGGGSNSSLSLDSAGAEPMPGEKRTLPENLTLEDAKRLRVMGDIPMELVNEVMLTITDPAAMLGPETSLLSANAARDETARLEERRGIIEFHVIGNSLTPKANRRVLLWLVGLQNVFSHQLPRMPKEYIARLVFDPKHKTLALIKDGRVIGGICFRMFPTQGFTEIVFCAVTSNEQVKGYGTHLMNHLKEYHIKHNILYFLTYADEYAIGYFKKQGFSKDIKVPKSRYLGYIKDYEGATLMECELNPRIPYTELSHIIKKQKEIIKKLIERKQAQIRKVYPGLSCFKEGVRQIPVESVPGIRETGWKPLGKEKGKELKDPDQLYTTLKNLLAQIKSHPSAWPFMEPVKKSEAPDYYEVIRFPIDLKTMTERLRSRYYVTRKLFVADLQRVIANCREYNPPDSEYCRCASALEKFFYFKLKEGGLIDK
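GCN5L2 (20 nM) in 50mM HEPES pH 7.5, 0.1mM EDTA, 0.01% Tween-20 preincubated 15 min with compounds at room temperature. Reaction started with H3(1-25) 75uM, acetyl-CoA 70uM, ThioGlo1 50uM; CoA-thiol fluorescence (Ex340/Em540) read at 0 and 20 min.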
The depositor's hits bear a star; ? = inconclusive; · = not tested or not shown; & = joins results of further samples; ! = not confirmed by another sample. Calls follow the shape of the dose curve; as a rule, active = well fitted curve in the direction sought with a large enough effect; inconclusive = small, poorly fitted or top-dose-only effect, or another doubt; inactive = no such curve, though single readings can be large; an effect the other way counts as inactive or inconclusive. % is scaled to controls: 0 for no effect and ±100 for the full control effect; potency is read from the fitted curve at half-maximal effect. Compounds as they come. Share with any hit: about 18%.

smiles	TDP1 cell noCPT	DT40 TDP1 CPT	GCN5L2 inh
COc1ccnc(-n2cccc2C=O)c1C#N	-1%	5%	1%
COC(=O)/C(C(C)=O)=C(\C=C\N(C)C)N(C)C	2%	2%	-7%
C/C(O)=C/c1nc2ccccc2[nH]c1=O	-7%	-1%	-4%
Cc1ccc(OCCC(=O)OCC(=O)C(C)(C)C)cc1	-17%	-24%	-14%
COc1ccc(C(=O)NN/C(C)=C/C(=O)C(F)(F)C(F)(F)C(F)(F)F)cc1	-21%	-4%	-4%
COc1ccc(/C=N/NS(=O)(=O)c2ccc(NC(C)=O)cc2)cc1	3%	-22%	-4%
CN(C)Cc1c(C(=O)N/N=C/C2CC=CCC2)nnn1-c1nonc1N (stereo not given)	-1%	2%	-5%
Cc1ccc(C)c(CN2CCCN(Cc3cc(C)ccc3C)S2(=O)=O)c1	9.2µM*	?	-3%&-2%
CC1CCN(C(=O)c2[nH]cnc2C(=O)Nc2ccccc2F)CC1	-13%	-10%	·
Clc1ccc(-n2nnnc2-c2cnc(-c3ccccn3)nc2-c2cccs2)cc1	5.2µM*	6.5µM*	-11%
CN(Cc1ccccc1)Cc1c(O)ccc2c(=O)c(-c3ccccc3)c(C(F)(F)F)oc12	-18%	-6%	-2%
CC(C)=CCc1c(O)cc(O)c2c1OC(c1ccc(O)cc1)CC2=O (stereo not given)	?	?	·
Cc1sc(NC(=O)CN(Cc2ccccc2)C(=O)C(C)C)c(C(N)=O)c1C	1.2µM*	1.8µM*	-2%
Cc1ccc(C2NC(=NCc3ccccc3)Nc3nc(C)cc(=O)n32)cc1 (stereo not given)	5%	0%	1%
CCN(CC(=O)Nc1ccc(OC)cc1)C(=O)c1ccc(Cl)c(S(=O)(=O)N2CCCC2)c1	?	?	0%
Cc1ccc(S(=O)(=O)n2nc(OC(=O)c3c(F)cccc3Cl)cc2N)cc1	-17%	6%	-16%
CCN(CC)CCCn1c(=S)[nH]c2cc(C(=O)OC)ccc2c1=O	-11%	-14%	3%
CC1CN(C(=O)CSc2nc(N)cc(N)n2)CC(C)O1 (stereo not given)	1%	4%	-4%
O=C(Cc1cccs1)Nc1ccc(Cl)c(S(=O)(=O)N2CCOCC2)c1	?	-10%	-9%
O=C(CSc1ncn(-c2ccccc2)n1)Nc1nc2c(s1)CCCC2	?	?	-21%
COc1ccc(-n2ncc3c2CC(C)(C)CC3NC(=O)CN2CCOC2=O)cc1 (stereo not given)	?	-49%	0%
Cc1cc(C(=O)CCl)c(C)n1CC1COc2ccccc2O1 (stereo not given)	2.6µM*	2.1µM*	-9%
O=C(Nc1nc2n(n1)C(c1ccccc1)C=C(c1ccccc1)N2)c1ccc(Cl)c([N+](=O)[O-])c1 (stereo not given)	12µM*	12µM*	-3%
CN(C1CCCCC1)S(=O)(=O)c1ccc2c(c1)c(=O)c(C(=O)N1CCN(c3ccccc3F)CC1)cn2C	0%	1%	-11%
COCCNC(=O)c1ccc2c(Cl)c3c(nc2c1)CCC3	-25%	5%	-6%
CN(C)c1ccc(/C=C/c2ccncc2)cc1	26µM*!	-2%&-4%	-3%
O=S(=O)(c1cccs1)N1CCN(CCc2ccccc2)CC1	-9%	-6%	-8%
C/C(=N\O)c1sc(-c2ccccc2)nc1C	?	3%	-3%
COc1ccc(N2C(=O)CC(Sc3nc4ccccc4s3)C2=O)cc1 (stereo not given)	3.7µM*	2.9µM*	-9%
C#CCOCCOCCOCCNc1nc(N2CCN(C(=O)Cn3cc(CCO)nn3)CC2)nc(N2CCN(C(=O)Cn3cc(CCO)nn3)CC2)n1	4%	3%	·
CCN(CC)S(=O)(=O)c1cc(C)c(C)cc1Br	-19%	?	3%
COc1ccc(C(C)(C)NC(=O)C2CCC(=O)N(C3CCCC3)C2)cc1OC (stereo not given)	-3%	8%	-12%
COC(=O)c1nnn(-c2ccc(Br)cc2)c1C(=O)OC	-7%	-4%	-4%
COc1ccc(S(=O)(=O)N2CCC(C(=O)NCc3cccc(OC)c3)CC2)cc1	-9%	-13%	-2%
CC(C)(C)NC(=O)/C(=C\C=C\c1ccccc1)NC(=O)c1ccc([N+](=O)[O-])cc1	?	-4%	-2%
CCOc1ccccc1OCCCNCc1ccccc1	?	?	-1%
Cn1ccc(C(=O)Nc2ccc(Br)cc2Br)n1	-4%	-5%	-3%
Nc1c(C(=O)CSc2nnc(N3CCOCC3)n2-c2cccc(F)c2)c(=O)[nH]c(=O)n1C1CC1	5%	-1%	-1%
COc1ccc(S(=O)(=O)N2CCC[C@H]2C(=O)N2CCC[C@H]2C(=O)N(C)Cc2ccccc2)cc1C	-28%	?	·
COC(=O)CCCC1=CC2=C(c3ccccc3)C(=O)C(C)(OC(=O)C3CCCC3)C(=O)C2=CN1CCc1ccccn1 (stereo not given)	-10%	-16%	-10%

Arranged by length of the SMILES (smallest number first): part of the list above.
smiles	TDP1 cell noCPT	DT40 TDP1 CPT	GCN5L2 inh
CCOc1ccccc1OCCCNCc1ccccc1	?	?	-1%
CN(C)c1ccc(/C=C/c2ccncc2)cc1	26µM*!	-2%&-4%	-3%
Cn1ccc(C(=O)Nc2ccc(Br)cc2Br)n1	-4%	-5%	-3%
CCN(CC)S(=O)(=O)c1cc(C)c(C)cc1Br	-19%	?	3%
COCCNC(=O)c1ccc2c(Cl)c3c(nc2c1)CCC3	-25%	5%	-6%
COC(=O)c1nnn(-c2ccc(Br)cc2)c1C(=O)OC	-7%	-4%	-4%
COc1ccc(N2C(=O)CC(Sc3nc4ccccc4s3)C2=O)cc1 (stereo not given)	3.7µM*	2.9µM*	-9%
COc1ccc(C(C)(C)NC(=O)C2CCC(=O)N(C3CCCC3)C2)cc1OC (stereo not given)	-3%	8%	-12%
COc1ccc(S(=O)(=O)N2CCC(C(=O)NCc3cccc(OC)c3)CC2)cc1	-9%	-13%	-2%
CC(C)(C)NC(=O)/C(=C\C=C\c1ccccc1)NC(=O)c1ccc([N+](=O)[O-])cc1	?	-4%	-2%
Nc1c(C(=O)CSc2nnc(N3CCOCC3)n2-c2cccc(F)c2)c(=O)[nH]c(=O)n1C1CC1	5%	-1%	-1%
COc1ccc(S(=O)(=O)N2CCC[C@H]2C(=O)N2CCC[C@H]2C(=O)N(C)Cc2ccccc2)cc1C	-28%	?	·
COC(=O)CCCC1=CC2=C(c3ccccc3)C(=O)C(C)(OC(=O)C3CCCC3)C(=O)C2=CN1CCc1ccccn1 (stereo not given)	-10%	-16%	-10%
C#CCOCCOCCOCCNc1nc(N2CCN(C(=O)Cn3cc(CCO)nn3)CC2)nc(N2CCN(C(=O)Cn3cc(CCO)nn3)CC2)n1	4%	3%	·

(further entries)
smiles	TDP1 cell noCPT	DT40 TDP1 CPT	GCN5L2 inh
COCc1nnc(NC(=O)c2ccc(S(=O)(=O)N(CC(C)C)CC(C)C)cc2)o1	?	?	-21%
Cc1ccc(CN2CCC(CNS(=O)(=O)c3ccc(-c4ccc(=O)[nH]n4)s3)CC2)cc1	?	?	-2%
Cc1onc(-c2ccccc2)c1C(=O)N1CCN(C(=O)c2ccco2)CC1	-16%	-26%	-3%
CCOC(=O)c1c(NC(=O)C2=C(C)NC(=S)NC2c2ccccc2C(F)(F)F)sc(C)c1C (stereo not given)	?	?	-2%
O=C1NC[C@H](Cc2ccccc2)N(C[C@@H]2CCCN2C[C@H](Cc2ccccc2)N2C[C@H](Cc3ccc(O)cc3)N(CCc3ccccc3)C(=O)C2=O)C1=O	?	?	·
CN(C)Cc1cc(C(C)(C)C)cc(N2CCOCC2)c1O	-11%	-11%	·
CCN1C(=O)N[C@@H](c2ccc(Br)cc2)C(C(C)=O)=C1C	-4%	2%	·
CC(C)(CNC(=O)C1CCCC1)CNC(=O)C1CCCC1	-14%	6%	1%
Cc1ccc(C(=O)CCC(=O)OCC(=O)Nc2c(C)nn(-c3ccccc3)c2C)cc1	-20%	-13%	-3%
Cc1cccc(N2CCN(S(=O)(=O)c3c(C(=O)N4CCC(C)CC4)c(C)n(C)c3C)CC2)c1C	23µM*	-114%	-6%
Cc1noc(C)c1COC(=O)CCc1ccc(S(=O)(=O)N2CCCCC2)cc1	0%	6%	-3%
N#CCCCN1C(=O)C(=C(C#N)C#N)c2ccccc21	?	16µM*	12%
Cc1ccccc1N1CC(C(=O)Nc2ccncc2)CC1=O (stereo not given)	3%	14%	2%
CCN1CCN(CCCNC(=O)c2ccc3nc(Cc4ccccc4)oc3c2)CC1	22%	9%	-5%
COc1cccc(C(=O)NCC2OCCc3ccccc32)c1 (stereo not given)	-17%	-16%	-11%
CC(C)(C)NC(=O)C(=O)NN=C1CCCCCCCCCCC1	-21%	2%	2%
COc1ccc(/C=C(\NC(=O)c2ccccc2)C(=O)N/N=C/c2sccc2C)cc1	-18%	2%	-8%
Cc1cc(=O)[nH]c(NN=C(CC(C)C)CC(C)C)n1	-4%	-3%	1%
COC(=O)N(C)c1ccccc1C(=O)N1CCOCC1	1%	-7%	-2%
O=C(c1cc(S(=O)(=O)N2CCOCC2)ccc1F)N1CCc2ccccc21	?	?	-2%
Cc1cccc(Cn2cnc3c(nnn3Cc3ccc(Cl)cc3)c2=O)c1	16µM*	?	1%
CCOC(=O)c1sc2ccccc2c1OC(=O)c1ccccc1OC	?	-20%	-5%
O=C(NCCO)Nc1ccc2nsnc2c1	-10%	0%	-14%
Cc1cc(C)cc(N2CC(c3nc(-c4ccccc4C)no3)CC2=O)c1 (stereo not given)	?	?	-18%
CSCCC1NC(=O)N(CC(=O)Nc2c(C(C)C)cccc2C(C)C)C1=O (stereo not given)	-19%	-23%	-3%
COc1ccc(CC(N)c2csc(Nc3cnccn3)n2)cc1 (stereo not given)	?	?	·
CNC(=O)c1c(NC(=O)C2=COCCO2)sc2c1CCCC2	?	-26%	0%
CCOC(=O)CCP(=O)(O)C(O)c1ccc(OC)cc1 (stereo not given)	2%	?	-7%
O=C(CCCn1c(=O)c2sccc2n(Cc2c(F)cccc2Cl)c1=O)NCc1ccccc1	16µM*	?	1%
COc1ccc(C(=O)OCC(=O)NCC2CCCO2)cc1S(=O)(=O)N1CCCc2ccccc21 (stereo not given)	?	-1%	-1%
C=CCn1c(SCC(=O)NCc2ccco2)nnc1C1CCCCC1	-28%	-20%	-1%
Cc1cc(-n2c(C)c3c(C)nnc(C)c3c2C)ccc1N	?	8.2µM*	-6%
Cc1cc(C)c2cc(CN(CCN(C)C)C(=O)Nc3ccccc3Cl)c(=O)[nH]c2c1	15µM*	?	-1%
Clc1ccc(N2CCOCC2)nn1	-2%	5%	1%
Cc1ccc(CSC2=Nc3ccccc3C3=NC(CCC(=O)NCCc4ccccc4)C(=O)N23)cc1 (stereo not given)	?	?	-7%
O=[N+]([O-])c1cccc(-c2nnc(CNC3CC3)o2)c1	7%	9%	-19%
COCCn1c(-c2ccc(C)cc2)nc2oc3cc(OC)ccc3c(=O)c2c1=O	?	-21%	2%
CC(C)(C)N(Cc1cc2ccccc2[nH]c1=O)C(=O)c1cccc([N+](=O)[O-])c1	-13%	-23%	1%
COc1ccc(N2CCN(C(=O)CSc3nc4ccccc4nc3Cc3ccc(Cl)cc3)CC2)cc1	?	21µM*	-3%
CNC(=O)COC(=O)c1ccccc1NC(=O)c1ccco1	14%	-18%	?
O=C(O)c1nn(CCOc2c(Cl)cccc2Cl)c(=O)c2ccccc12	?	?	0%
O=C(N=C1SC2CS(=O)(=O)CC2N1c1ccc(Br)cc1F)C1CC1 (stereo not given)	4%	-3%	-3%
CC(C)[C@H](NC(=O)C1(c2ccccc2)CCN(C(=O)OC(C)(C)C)CC1)C(=O)O	5%	-19%	2%
Cc1cc(N2CCC(C(=O)NCC3CC3)CC2)nc(-c2ccccc2)n1	?	-20%	-12%
O=C(NCCCN1CCOCC1)C(=O)N/N=C/c1ccccc1Cl	-19%	10%	-4%
CC1CCC(NC(=O)c2cccc(S(=O)(=O)NCc3ccccc3)c2)CC1 (stereo not given)	?	-27%	-9%
O=C(CCC1CCCN(C(=O)c2ccsc2)C1)NCc1ccc(F)c(F)c1 (stereo not given)	?	?	-9%
C=CCN(CC=C)Cc1nc(N)nc(Nc2ccccc2C)n1	0%	-1%	1%
